# Nrf2 ARE act: Nrf2 pathway activation | Potency, µM (series often up to 46.1 µM), for the others: at the highest dose activation, usual class: activators | 410,000 tested, 0.31% active | AREc32 ARE-luciferase reporter (MCF7-derived line), luminescence, 24 h; also: potency is read from the fitted curve at half-maximal effect; % of control where 0% means no effect; nearly all actives have a fitted effect of over 65% in size
#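 AREc32 cells carrying an ARE-driven firefly luciferase reporter were seeded at 1000 cells/well in OPTI-MEM with 5% FBS, then exposed to compound for 24 hr at 37 deg C. Luminescence was read with Steady-Glo after 30 min at RT.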
# ATXN2 expr inh: ATXN2 expression inhibition; HEK-293 ATXN2-luciferase reporter, luminescence, 24 h; Potency, µM (top dose mostly 57 µM), inactives show at the top dose activity change, negative = inhibition, actives largely listed as inhibitors; 360,000 tested, 0.72% active; AID 1745845; also: potency is read from the fitted curve at half-maximal effect; % is scaled to controls: 0 for no effect and ±100 for the full control effect; nearly all actives have a fitted effect of over 55% in size
#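 qHTS (up to 57 uM final) was run with 24 h compound exposure of reporter cells at 37 °C. Each well was multiplexed: SteadyGlo luminescence measured ATXN2-luciferase expression after a fluorogenic Gly-Phe-AFC viability readout (25 uM final).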
# MCF10A rerep: inducers of DNA re-replication in MCF 10A breast cells; MCF 10A DNA re-replication, Hoechst nuclear intensity, 48 h; Potency, µM (top dose mostly 46.1 µM), for the others: at the highest dose activity, positive = re-replication, usual class: activators; 350,000 tested, 2.9% active; also: potency is read from the fitted curve at half-maximal effect; % of control where 0% means no effect; nearly all actives have a fitted effect of over 50% in size
# A549 viability: counter-screen for Nrf2 inhibitors: cytotoxicity in A549 cells; 390,000 tested, 0.16% active; AID 504648; Potency, µM (series often up to 46 µM), for inactives: top-dose activity change, negative = cytotoxicity, usual class: inhibitors; A549 ARE-Fluc cells, CellTiter-Fluor viability, 18-24 h; also: potency is read from the fitted curve at half-maximal effect; % is scaled to controls: 0 for no effect and ±100 for the full control effect
#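 A549 ARE_Fluc cells in 5% FBS OPTI-MEM were exposed to compounds in concentration-response for 18-24 h at 37 deg C. Viability was read by CellTiter-Fluor fluorescence (Ex 405/Em 525) after 30 min, before the luciferase read.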
# HepG2 viability: kills HepG2 cells in TGF-b inhibitor counter-screen; AID 588856; HepG2 CAGA-GFP viability, ATP luminescence, 18 h; 410,000 tested, 0.76% active; Potency, µM (highest dose often 46.1 µM), for the others: at the top dose activity change, negative = cytotoxicity, actives largely listed as cytotoxic; also: potency is read from the fitted curve at half-maximal effect; some results filed as inactive show a strong effect at the top dose
#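 CellTiter-Glo luminescence gave cytotoxicity after 18 hours at 37 degrees C. The cells were HepG2 CAGA-GFP in 1% FBS DMEM, stimulated with 500 pg/mL TGF-beta after compound addition. %Activity was normalised to no-cell wells (complete cell-killing) and DMSO (no toxicity), and curves were fitted and classified.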
# TGFb inhibitor: TGF-b pathway inhibition; HepG2 CAGA-GFP TGF-b/SMAD3 reporter, GFP fluorescence, 18 h; TGF-beta stimulated, 500 pg/mL final; Potency, µM (titrated, usually from 46.1 µM), without a hit: at the top dose activity, negative = inhibition, hits mostly inhibitors; 410,000 tested, 1.2% active; AID 588855; also: potency is read from the fitted curve at half-maximal effect; % is scaled to controls: 0 for no effect and ±100 for the full control effect; nearly all actives have a fitted effect of over 65% in size
#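 Smad-responsive CAGA-GFP expression was quantified in HEPG2 cells exposed to compounds and 500 pg/mL final TGF-beta for 18 h at 37 degrees C; unstimulated wells defined full inhibition.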
# S2 tox: reduces viability in counter-screen for ATXN expression inhibitors. S2 cells (HEK-293 line with an ATXN2-luciferase reporter) viability, CellTiter-Fluor protease fluorescence, 24 h. Potency, µM (doses to about 56.7 µM), most hits filed as cytotoxic. 400,000 tested, 0.49% active. AID 651635; also: potency is read from the fitted curve at half-maximal effect; nearly all actives have a fitted effect of over 40% in size
# IL-1B inflam inh: blocks inflammasome-driven IL-1 beta release. THP-1 LPS/ATP IL-1B secretion, AlphaLISA, 16 h; active compounds read low. activity change, % at 57.5 µM. 360,000 tested, 4.7% active. AID 743279; in the data active = activity change below about -50%; inconclusive = mostly about -30% to -49%; also: % is scaled to controls: 0 for no effect and ±100 for the full control effect
#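 THP-1 cells pretreated 1 hr with compounds (up to 57.5 uM final), then stimulated with LPS (250 ng/mL final) plus ATP (1.25 mM final); secreted IL-1B measured by AlphaLISA after 16 hr, decreased signal indicating inhibition.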
# Nrf2 inh: Nrf2 pathway inhibition; Potency, µM (highest dose often 46 µM), inactives show at the highest dose activity change, negative = inhibition, most hits filed as inhibitors; AID 504444; A549 ARE-Fluc reporter, luciferase luminescence, 18-24 h; 360,000 tested, 2.1% active; also: potency is read from the fitted curve at half-maximal effect; % is scaled to controls: 0 for no effect and ±100 for the full control effect; nearly all actives have a fitted effect of over 60% in size
#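 Nrf2 function is reported as luminescence of an ARE-controlled luciferase in A549 cells. Compounds were tested at several concentrations, and a CellTiter-Fluor read on the same wells flagged cytotoxicity.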
# An asterisk follows results filed as active; i = inactive; ? = inconclusive; · = no result given; & = joins results of further samples; ! = repeats disagree; [ ] = dose if it differs, or a comment. Unless noted, calls follow the shape of the dose curve; as a rule, active = well fitted curve in the direction sought with a large enough effect; inconclusive = small, poorly fitted or top-dose-only effect, or another doubt; inactive = no such curve, though single readings can be large; an effect the other way counts as inactive or inconclusive. An unsorted share of the library; 8.8% or so of the library scored in one or more.
SMILES,Nrf2 ARE act,ATXN2 expr inh,MCF10A rerep,A549 viability,HepG2 viability,TGFb inhibitor,S2 tox,IL-1B inflam inh,Nrf2 inh
O=c1[nH]c(=O)c2[nH]c(=S)[nH]c2[nH]1,-0.7%,-3%,-2%,1%,5%,0%,i,8,2%
Cn1nc(-c2ccc(OCC(=O)Nc3cccnc3)cc2)c2ccccc2c1=O,3.0%,27%,?,1%,-11%,2%,i,?,?
O=C(CCC(=O)N1CCOCC1)NCCc1ccc(F)cc1,-0.7%,-5%,8%,-3%,-6%,1%,i,-5,-7%
COc1ccnc(N=CNOCc2ccc(F)cc2Cl)c1C#N,5.2%,16%,2%,1%,13%,-27%,i,?,·
O=C(Nc1ccc2ccccc2c1)c1ccc2[nH]c(=O)c(=O)[nH]c2c1,3.1%,1%,-12%,7%,5%,11%,i,0,?
Cc1cc(C)cc(OCC(=O)Nc2ccccc2C(=O)N2CCOCC2)c1,-0.3%,15%,-9%,-6%,-6%,-8%,i,11,4%
CCOC(=O)C1CCN(Cc2nc3ccccc3c(=O)n2-c2ccc(OCC)cc2)CC1,2.3%,-10%,?,?,3%,0%,i,-19,?
O=S(=O)(NCC(c1ccco1)N1CCOCC1)c1cc(F)ccc1F (stereo not given),-0.7%,-10%,·,0%,1%,14%,i,·,·
Cc1ccc(C(=O)CSc2nnc(-c3ccco3)n2CC2CCCO2)cc1 (stereo not given),-0.5%,-7%,?,-1%,-27%,-15%,i,6,16%
CN1CCN(/N=C/c2nc(-c3cccc([N+](=O)[O-])c3)n3ccccc23)CC1,2.7%,4%,3%,-2%,7%,-13%,i,-28,7%
O=C(Nc1nc2ccsc2c(=O)s1)c1ccc(F)cc1Cl,6.0%,16%,?,3%,4%,17%,i,-18,?
CCn1c2ccccc2c(=O)c2ccccc21,1.5%,-8%[11.3 µM],23µM*,?,-15%,-13%,·,-14,?
COC(=O)c1ccccc1NC(=O)N1CCc2ccc(NC(=O)c3ccccn3)cc2C1,3.9%,-11%,-14%,-8%,17%,-10%,i,i,-5%
CN1CCCC(n2nc(Cc3ccc(Cl)cc3)c3ccccc3c2=O)CC1 (stereo not given),0.8%,35µM*!,42%&26%,?,-41%,-1%,32µM*!,?,14%
Cc1ccc2[nH]c3c(NCCN4CCOCC4)ncnc3c2c1,6.3%,-23%,-2%,0%,2%,-3%,i,-5,0%
Cc1ccccc1CC1C(=O)Nc2ccc(Br)cc21 (stereo not given),7.8%,·,·,4%,-41%,·,·,·,-1%
O=C(CN1c2cccc3cccc(c23)S1(=O)=O)Nc1cccc(S(=O)(=O)N2CCOCC2)c1,0.0%,5%,2%,0%,-14%,-28%,i,-2,9%
COc1ccc2c(c1)c1c(c(=O)n(-c3ccccc3C)c(=O)n1Cc1ccccc1C)n2C,-1.0%,2%,·,-2%,-23%,-7%,i,·,15%
O=S1(=O)CC(N2CCN(CCO)CC2)CN1Cc1ccccc1 (stereo not given),-0.2%,-20%,·,·,-6%,-23%,i,35,·
CN(C(=O)c1cccc(C(=O)N(C)c2ccccc2)c1)c1ccccc1,2.5%,-21%,-6%,-19%,-51%,-9%,?,0,-43%
N#CC1(Nc2ccc(S(N)(=O)=O)cc2)CCCC1,-0.3%,1%,-1%,5%,0%,-5%,i,2,14%
CC(C)[C@H](NC(=O)c1ccco1)C(=O)OCC(=O)NC12CC3CC(CC(C3)C1)C2,0.2%,-12%,1%,7%,65%,-5%,i,-2,3%
CCN(C(=O)CSc1nc2ccc([N+](=O)[O-])cc2s1)c1c(N)n(Cc2ccccc2)c(=O)[nH]c1=O,0.2%,·,13%,-6%,-8%,-15%,i,-23,-6%
COc1ccc(C(=O)NCC(=O)OCC(=O)Nc2ccc(C)c(S(=O)(=O)N(C)C)c2)cc1OC,-0.2%,·,-1%,-10%,2%,1%,?,0,-1%
CN(CC(=O)NCc1ccco1)CC(=O)Nc1cc(S(C)(=O)=O)ccc1Cl,-0.1%,21%,1%,4%,19%,17%,i,3,-16%
COc1ccc2[nH]c(O)c(N=NC(=O)Cc3cccs3)c2c1,3.6%,·,5%,-16%,-17%,-18%,i,0,0%
CCN1CCN(C(c2nnnn2Cc2ccc3c(c2)OCO3)C(C)C)CC1 (stereo not given),0.4%,3%,-1%,?,-1%,-2%,i,?,24%
CCNC(=S)Nc1cc(Cl)ccc1Oc1ccccc1,0.0%,-2%,4%,-1%,-34%,?,i,3,-19%
O=c1cc(Cn2nnc(-c3ccc(Cl)cc3)n2)nc2sccn12,3.2%,-1%,8%,-10%,-5%,-19%,i,13,?
CCn1c(COc2ccc(OC)cc2)nnc1SCC(=O)Nc1cc(OC)ccc1OC,0.1%,1%,8%,-21%,-34%,?,i,3,?
Cc1ccc(NC(=O)COC(=O)Cn2cnc3ccccc32)c(C)c1,-1.5%,5%,9%,1%,-2%,2%,i,17,10%
Cc1ccc2nc(NC(=O)C3CCCN(S(=O)(=O)c4cccc5nsnc45)C3)sc2c1 (stereo not given),0.0%,-35%,17%,-20%,-9%,-4%,?,-2,?
O=C(COC(=O)Cc1c[nH]c2ccccc12)NCCc1ccccc1,8.8%,5%,-1%,-4%,5%,1%,i,6,10%
CC(=O)c1ccc(NC(=O)CCc2c(C)nn(-c3ccc4nncn4n3)c2C)cc1,-0.7%,·,·,5%,-10%,0%,·,·,·
O=C(NCCCCNC(=O)C(F)(F)F)C(F)(F)F,-0.1%,8%,-2%,0%,-4%,2%,i,30,?
O=C(O)C1=CCCc2ccc(F)cc21,-0.5%,4%,-8%,-2%,-6%,0%,i,25,-17%
CCCCN(C(=O)c1c(CC)noc1C)c1c(N)n(CC(C)C)c(=O)[nH]c1=O,0.2%,5%,-4%,-9%,1%,1%,i,7,9%
CN(C1CCCCC1)S(=O)(=O)c1ccc(NC(=O)c2ccco2)cc1,-0.3%,1%,-14%,4%,1%,?,i,-17,·
CCCc1nnc(NC(=O)CN2C(=O)c3ccccc3C2=O)s1,0.1%,?,1%,7%,-14%,4%,i,0,·
COc1ccc(Nc2nc(NCC3CCCO3)nc(N)c2[N+](=O)[O-])cc1 (stereo not given),4.6%,·,-4%,8%,0%,-3%,i,-15,6%
Cc1ccc(S(=O)(=O)NC2CC2)cc1,-0.5%,·,9%,-1%,-7%,2%,i,10,-23%
O=C(Nc1ccc2c(c1)CN(Cc1ccccc1O)CC2)C1CCCO1 (stereo not given),0.2%,·,5%,2%,-7%,-7%,i,12,-2%
CCN(CC)c1ncnc2c1ncn2[C@H]1CN(CCOC)C[C@@H](CO)O1,-0.7%,13%,·,·,-1%,25%,i,6,·
CC(NC(=O)C(=O)NN=C1CCCCCCC1)c1ccccc1 (stereo not given),-0.3%,12%,1%,-1%,-23%,1%,i,5,8%
CCOc1ccc(-c2nnc(NC(=O)c3ccc(OCC(C)C)c(OC)c3)o2)cc1,-0.2%,-33%,?,-6%,-7%,0%,?,-13,?
Cc1nc(SCc2ccc(Cl)cc2)ncc1C(=O)O,2.4%,-3%,-1%,1%,2%,-3%,i,1,4%
O=C(CNC(=O)c1cccc(F)c1)OCc1cc(=O)n2cc(Br)ccc2n1,2.4%,5%,3%,0%,0%,-13%,?,3,4%
CC(Sc1nc2ccccc2c(=O)n1C)C(=O)N(C)C1CCCCC1 (stereo not given),-0.2%,-23%,?,-18%,-14%,-23%,?,3,18µM*

# Single entries from the entries so far.
# For IL-1B inflam inh, CCN(CC)c1ncnc2c1ncn2[C@H]1CN(CCOC)C[C@@H](CO)O1 has 6
# For MCF10A rerep, CN(C(=O)c1cccc(C(=O)N(C)c2ccccc2)c1)c1ccccc1 has -6%
# For HepG2 viability, CCN(C(=O)CSc1nc2ccc([N+](=O)[O-])cc2s1)c1c(N)n(Cc2ccccc2)c(=O)[nH]c1=O has -8%

# (list continues)
SMILES,Nrf2 ARE act,ATXN2 expr inh,MCF10A rerep,A549 viability,HepG2 viability,TGFb inhibitor,S2 tox,IL-1B inflam inh,Nrf2 inh
NC(=S)NN=C1c2cc(OCCN3CCOCC3)ccc2-c2ccc(OCCN3CCOCC3)cc21,-2.0%,7.9µM*,?,16µM*,-60%,?,·,-96*,16µM*
Clc1ccc(-n2nnnc2CN2CCOCC2)cc1Cl,0.4%[9.22 µM],7%,-2%,-1%,7%,2%,i,-9,-12%
CCn1c(=O)c(C(=O)Nc2ccccn2)c(O)c2ccccc21,29%,2%,5%,2%,6%,16%,i,53,?
CCn1nnnc1SCC(=O)N1N=C(c2cccs2)CC1c1cccs1 (stereo not given),3.9%,20%,12%,-4%,0%,0%,?,-9,29%
O=C(OCC(=O)N1CCC(Cc2ccccc2)CC1)c1ccc[nH]c1=O,2.2%,5%,?,3%,2%,-21%,i,20,-10%
COc1ccc(NC(=O)Nc2c(C)n(-c3ccccc3)c(=O)n2C)cc1OC,-0.2%,3%,2%,-20%,16%,?,i,7,-2%
CCC(C)C(NC(C)=O)C(=O)NC(=O)NC(c1ccccc1)c1ccccc1 (stereo not given),2.5%,2%,1%,0%,-21%,-4%,i,4,-20%
CN(Cc1ccccc1)C(=O)CCc1ccccc1,-1.1%,2%,5%,1%,5%,2%,i,-19,14%

# Quoted at random: 2 records from the list.
SMILES,Nrf2 ARE act,ATXN2 expr inh,MCF10A rerep,A549 viability,HepG2 viability,TGFb inhibitor,S2 tox,IL-1B inflam inh,Nrf2 inh
NC(=S)NN=C1c2cc(OCCN3CCOCC3)ccc2-c2ccc(OCCN3CCOCC3)cc21,-2.0%,7.9µM*,?,16µM*,-60%,?,·,-96*,16µM*
CN(Cc1ccccc1)C(=O)CCc1ccccc1,-1.1%,2%,5%,1%,5%,2%,i,-19,14%

# Screens deposited in PubChem by National Center for Advancing Translational Sciences (NCATS).
